# p53null 39C kill = selectivity test: cytotoxicity in p53 null cells, nonpermissive temperature; H1299 p53-null (neo) cells, 39C, ATPlite viability, 24 h; Potency, µM (top dose mostly 46.1 µM), inactives show at the top dose activity, negative = cell killing, most hits filed as cytotoxic; 55,000 tested, 0.97% active; active means well fitted cell-killing curve with a large enough effect; inconclusive means small, poorly fitted or top-dose-only effect; inactive means no such curve, though single readings can be large or run the other way;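 further: 0% = DMSO only and -100% = full killing by 100 µM tamoxifen; nearly all actives have a fitted effect of over 50% in size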
#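 Temperature-shift cytotoxicity format: compound titrations on p53-null or A138V-expressing H1299 cells held 24 hr at 39C, cell ATP then measured, AC50 from Hill model.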
# * hit, by the source's call; ? = inconclusive; [ ] = another dose, or the depositor's remark. Potency means the concentration at half of the fitted maximal effect. These rows are one share of the data, so the mix of outcomes need not match the whole.
COc1ccc(C(NC(=O)c2cccc(F)c2)c2ccccc2)cc1 (stereo unspecified)
  p53null 39C kill: -4.0%[1.84 µM]

N#CCCn1nc(-c2ccc(Cl)cc2)cc1Nc1ccccc1NC(=O)C(F)(F)F
  p53null 39C kill: -15.7%[1.84 µM]

COc1ccc(/C=C(/C(=O)c2cccs2)N2C=CC=CC2=C(C#N)C#N)cc1
  p53null 39C kill: 33.9%[activator]

CCC(=O)NC(=S)Nc1ccc(-c2nc3ccc(C)cc3s2)cc1
  p53null 39C kill: 13.5%[1.84 µM]

COCCn1c(SCC(=O)NNC(=O)c2ccccc2)nc2ccccc2c1=O
  p53null 39C kill: -3.0%[1.84 µM]

CCOC(=O)c1c(NC(=S)NC(=O)/C=C/c2cccs2)sc(C)c1C
  p53null 39C kill: 25.2%

c1ccc(-c2cc3nccc(-c4ccccn4)n3n2)cc1
  p53null 39C kill: 11.7%[1.84 µM]

Cc1c(/C=N/NC(=O)CNc2ccccc2)c2ccccn2c1C(=O)c1ccc(Cl)cc1
  p53null 39C kill: 16.1%

CSc1ccc(/C=N/NC(=O)CN2CCN(Cc3ccc(C)cc3)CC2)cc1
  p53null 39C kill: 3.6%

Cc1nc2cc(C(=O)OCC(=O)Nc3cccc(Cl)c3)ccc2n1-c1ccccc1
  p53null 39C kill: 3.0%

C=CCNC(=O)c1ccccc1NC(=O)Cc1ccccc1[N+](=O)[O-]
  p53null 39C kill: 14.1%

Cc1ccccc1-n1c(C)nnc1SCC(=O)NC1CCCc2ccccc21 (stereo unspecified)
  p53null 39C kill: -6.7%[1.84 µM]

CCC(C)NS(=O)(=O)c1ccc(NC(=O)C(Sc2ccccc2)c2ccccc2)cc1 (stereo unspecified)
  p53null 39C kill: -3.5%[1.84 µM]

COC(=O)c1[nH]c2ccc(Cl)cc2c1NC(=O)c1ccccc1[N+](=O)[O-]
  p53null 39C kill: 5.8%[1.84 µM]

COc1ccc(C(=O)Nc2sc(C)c(C)c2CN2CC(C)OC(C)C2)cc1 (stereo unspecified)
  p53null 39C kill: 6.8%

CN(C)c1ccc(N=Nc2ccccc2C(=O)OCC(=O)NC2CCCC2)cc1
  p53null 39C kill: 11.6%

CN(CC(=O)Nc1ccccc1C(F)(F)F)C(=O)COc1ncnc2sccc12
  p53null 39C kill: 4.7%

COc1cc(OC)c(C(=O)Nc2ccccc2-c2ccccc2)cc1OC
  p53null 39C kill: 18.9%[1.84 µM]

CCCc1ccc(-c2cc(C(=O)Nc3ccc([N+](=O)[O-])cn3)c3ccccc3n2)cc1
  p53null 39C kill: -4.2%[1.84 µM]

Cc1nc(NC(=O)C23CC4CC(CC(C4)C2)C3)sc1Cc1ccc2c(c1)OCO2
  p53null 39C kill: 7.2%

COC(=O)Cc1ccc(NC(=S)NCc2ccccc2Cl)cc1
  p53null 39C kill: -3.5%[1.84 µM]

CCCC(=O)NC(=S)Nc1ccc(NC(=O)C(C)C)c(OC)c1
  p53null 39C kill: -18.7%[1.84 µM]

COc1ccc(N2CCN(CC(=O)NC(=O)NCc3ccco3)CC2)cc1
  p53null 39C kill: -4.2%[1.84 µM]

C/C(=N\Nc1nc2ccccc2[nH]1)c1cccs1
  p53null 39C kill: 7.8%[1.84 µM]

CC(C)=CC(=O)OCC(=O)Nc1cccc([N+](=O)[O-])c1
  p53null 39C kill: 24.8%

Cc1ccc(Cn2cc(S(=O)(=O)c3ccc(C(C)C)cc3)c(=O)c3cc4c(cc32)OCO4)cc1
  p53null 39C kill: 32.1%

CCCNNC(=O)C(O)(c1ccccc1)c1ccccc1
  p53null 39C kill: 6.0%

O=C(Nc1nccs1)c1ccc2c(=O)n3c(nc2c1)CCCCC3
  p53null 39C kill: -17.2%

C/C(=N\NC(=O)c1ccc(CN(C)S(=O)(=O)c2ccc(C)cc2)cc1)c1ccc(OC(F)F)cc1
  p53null 39C kill: -18.4%[1.84 µM]

O=C(Cc1cc(=O)[nH][nH]1)N/N=C/c1cccc(Cl)c1Cl
  p53null 39C kill: -4.4%[1.84 µM]

Cc1c(Cl)cccc1NC(=S)N1CCN(c2ncccn2)CC1
  p53null 39C kill: 25.8%

Cc1nccn1CC(=O)N/N=C/c1ccc(O)c(O)c1
  p53null 39C kill: 15.8%

CN(C)S(=O)(=O)c1cc(NC(=O)COC(=O)c2ccc3c(c2)OCO3)ccc1Cl
  p53null 39C kill: 12.5%

OCCCCNCc1ccc(OCc2ccccc2)cc1
  p53null 39C kill: -5.0%[1.84 µM]

O=C1CS/C(=N/N=C2C3CC4CC(C3)CC2C4)N1
  p53null 39C kill: -0.1%[1.84 µM]

Cc1ccc(OCC(=O)N(Cc2ccccc2)C2CCS(=O)(=O)C2)c([N+](=O)[O-])n1 (stereo unspecified)
  p53null 39C kill: -9.7%[1.84 µM]

O=C(CN1CCN(c2ccccc2)CC1)Nc1ccccc1Sc1ccccc1
  p53null 39C kill: 7.1%

CC(C(=O)Nc1ccccc1Br)c1ccc([N+](=O)[O-])cc1 (stereo unspecified)
  p53null 39C kill: 14.6%

Cc1cc(C)cc(NC(N)=S)c1
  p53null 39C kill: 6.7%

COc1ccc(C2(CNC(=O)c3ccc(OCC(C)C)cc3)CCOCC2)cc1
  p53null 39C kill: 12.9%

O=C(NNC(=O)c1cccnc1)Nc1cccc(Cl)c1Cl
  p53null 39C kill: -2.3%[1.84 µM]

COCCOc1ccc(C(F)(F)F)cc1NC(=O)c1ccc(C(F)(F)F)cc1
  p53null 39C kill: 9.0%

Cc1ccc(S(=O)(=O)CCC(=O)NCCN2C(=O)S/C(=C\c3ccccc3)C2=O)cc1
  p53null 39C kill: -0.5%

CCCc1sc(N)nc1-c1ccc(Cl)cc1
  p53null 39C kill: 18.5%

CC(C)c1onc(C(=O)NCc2ccc(Cl)cc2)c1[N+](=O)[O-]
  p53null 39C kill: 12.5%

CC1CCc2sc(C(=O)OCC(=O)NCc3ccccc3)cc2C1 (stereo unspecified)
  p53null 39C kill: 0.8%[1.84 µM]

COc1ccc(CCN=C(N)NS(=O)(=O)c2ccc(C)cc2)cc1
  p53null 39C kill: 14.5%

Cc1cc(C(=O)N/N=C/c2ccc[nH]2)n[nH]1
  p53null 39C kill: -20.1%[1.84 µM]

O=C(CC(Nc1ccc(F)cc1)c1ccccc1)c1ccccc1 (stereo unspecified)
  p53null 39C kill: -10.0%

COc1ccc(OCC(=O)N/N=C2\CCCc3ccccc32)cc1
  p53null 39C kill: 7.3%

C/C(=N\NC(=O)c1ccccc1)c1ccc(NC(=O)c2cccs2)cc1
  p53null 39C kill: ?

O=C(NC(=S)N1CCc2ccccc21)c1ccccc1Br
  p53null 39C kill: -20.1%

CCc1cc(C(=O)OC)c(NC(=O)CC2Sc3ccc(C(F)(F)F)cc3NC2=O)s1 (stereo unspecified)
  p53null 39C kill: -20.9%[1.84 µM]

CCOP(=O)(OCC)C(Nc1cccc(C(F)(F)F)c1)c1ccc(C)cc1 (stereo unspecified)
  p53null 39C kill: 20.5%[1.84 µM]

Cc1ccc(C(=O)NNC(=O)Cc2cccs2)cc1
  p53null 39C kill: -11.6%[1.84 µM]

COc1ccc(S(=O)(=O)N(C(C)=O)c2ccc(OC(C)=O)c3ccccc23)cc1[N+](=O)[O-]
  p53null 39C kill: -3.5%

COc1ccc(-n2cnnc2SC(C)C(=O)Nc2cccc([N+](=O)[O-])c2)cc1 (stereo unspecified)
  p53null 39C kill: -13.1%[1.84 µM]

O=C(CNC(=O)Cc1ccccc1)N=Nc1c(O)n(Cc2ccc3c(c2)OCO3)c2ccccc12
  p53null 39C kill: 14.6%[1.84 µM]

O=C(c1ccccc1)[C@@H]1[C@@H](C(=O)c2ccc(F)cc2)[C@@]2(C(=O)Nc3ccccc32)[C@H]2c3ccccc3C=CN12
  p53null 39C kill: 14.9%[1.84 µM]

CCOC(=O)c1c(C)[nH]c(C(=O)COC(=O)/C=C/c2cccc(OC)c2OC)c1C
  p53null 39C kill: -2.0%[1.84 µM]

COC(=O)CN1C(c2cccc(Cl)c2)=Nc2ccc(Cl)cc2C1c1ccccc1 (stereo unspecified)
  p53null 39C kill: 22.7%

N=c1ncn(Cc2ccccc2)c2nc(SCCOc3ccccc3)[nH]c12
  p53null 39C kill: -1.4%

O=C(COC(=O)c1ccc(Cl)cc1O)Nc1cccnc1Cl
  p53null 39C kill: 8.3%[1.84 µM]

COc1ccc(OC2C(=O)N(Cc3ccc(F)cc3)C2c2cc(OC)c(OC)c(OC)c2)cc1 (stereo unspecified)
  p53null 39C kill: -9.3%[1.84 µM]

O=C(N/N=C/c1cccs1)c1ccc(NC(=O)c2ccccc2Cl)cc1
  p53null 39C kill: 35.8%

CCOC(=O)c1cc(-c2ccc(OC(F)F)cc2)nc2nc(SC)[nH]c(=O)c12
  p53null 39C kill: 9.1%

Cc1ccc(S(=O)(=O)N2CCOCC2)cc1NC(=O)CSc1cccc[n+]1[O-]
  p53null 39C kill: 0.7%

Nn1c(SCC(=O)NC2CCCc3ccccc32)nnc1-c1ccc(Cl)cc1Cl (stereo unspecified)
  p53null 39C kill: 21.8%[1.84 µM]

CCCCCCn1c(=O)[nH]c2nc3cc(N)ccc3nc2c1=O
  p53null 39C kill: -1.4%[1.84 µM]

COC(=O)CSc1nc2ccc(NC(=O)c3ccccc3C(=O)N3CCOCC3)cc2s1
  p53null 39C kill: -19.3%[1.84 µM]

Cc1ccc(C)c(NC(=S)NCCc2ccc(F)cc2)c1
  p53null 39C kill: 13.6%

COc1cc(Cl)c(C)cc1NC(=O)COC(=O)c1cc(SC)ccc1Cl
  p53null 39C kill: 6.7%

CCc1ccccc1NC(=O)c1cccc(Oc2ccc([N+](=O)[O-])cc2Cl)c1
  p53null 39C kill: 7.4%

CNC(=S)N=Nc1c(O)[nH]c2ccc(C(C)C)cc12
  p53null 39C kill: 5.0%

CCOC(=O)c1c(C)[nH]c(C)c1C(=O)COC(=O)c1ccccc1O
  p53null 39C kill: -14.6%[1.84 µM]

CCOC(=O)Nc1ccc([N+](=O)[O-])cc1C
  p53null 39C kill: 1.1%[1.84 µM]

Cc1cc2nnc(SCC(=O)Nc3cccc(S(=O)(=O)N4CCOCC4)c3)n2c2ccccc12
  p53null 39C kill: 18.4%

O=C(CCl)Nc1cccc(S(=O)(=O)N2CCCCCC2)c1
  p53null 39C kill: 3.4%[1.84 µM]

Cc1ccc(C)c(C(=O)COC(=O)c2cc([N+](=O)[O-])ccc2NCCO)c1
  p53null 39C kill: 5.0%[1.84 µM]

CCc1ccc(-c2nc(CCl)cs2)cc1
  p53null 39C kill: -1.8%[1.84 µM]

COC(=O)/C=C1/SC(=NC(=O)c2ccccc2)NC1=O
  p53null 39C kill: 6.0%[1.84 µM]

CCc1cccc2c(C(=O)COC(=O)/C=C/c3ccccc3OC)c[nH]c12
  p53null 39C kill: -1.4%[1.84 µM]

CCOC(=O)C1=C(c2ccccc2)NC(=S)NC1c1cccc([N+](=O)[O-])c1 (stereo unspecified)
  p53null 39C kill: 5.7%[1.84 µM]

CCCNC(=O)COc1ccccc1[N+](=O)[O-]
  p53null 39C kill: 3.3%[1.84 µM]

CCCN(Cc1ccccc1)C(=S)Nc1ccc(OC(F)F)cc1
  p53null 39C kill: 17.3%

Cc1ccc(-c2n[nH]c(=O)c3ccccc23)cc1S(=O)(=O)Nc1ccccc1
  p53null 39C kill: -22.4%[1.84 µM]

S=C(NCc1cccs1)Nc1cccc(Cl)c1Cl
  p53null 39C kill: 10.9%[1.84 µM]

CCCc1ccc(-c2cc(C(=O)NC3=NCCS3)c3ccccc3n2)cc1
  p53null 39C kill: 11.5%

CCOCC(=O)N1CCN(c2ccc([N+](=O)[O-])cc2)CC1
  p53null 39C kill: 3.3%[1.84 µM]

CCN1CCN(c2cc(N3CCc4ccccc4C3)c(F)cc2[N+](=O)[O-])CC1
  p53null 39C kill: 0.0%[1.84 µM]

CC1Cc2ccccc2N1CC(=O)c1c(N)n(Cc2ccccc2)c(=O)n(C)c1=O (stereo unspecified)
  p53null 39C kill: -6.2%[1.84 µM]

O=C(COC(=O)c1cccnc1Cl)NCc1ccc2c(c1)OCO2
  p53null 39C kill: 24.0%

CN(CC(=O)OCC(=O)c1c(N)n(C)c(=O)n(C)c1=O)S(=O)(=O)c1ccc(Cl)cc1
  p53null 39C kill: 8.2%[1.84 µM]

# By substructure: those above with an aryl thioether with sulfur outside any ring
COCCn1c(SCC(=O)NNC(=O)c2ccccc2)nc2ccccc2c1=O
  p53null 39C kill: -3.0%[1.84 µM]

CSc1ccc(/C=N/NC(=O)CN2CCN(Cc3ccc(C)cc3)CC2)cc1
  p53null 39C kill: 3.6%

Cc1ccccc1-n1c(C)nnc1SCC(=O)NC1CCCc2ccccc21 (stereo unspecified)
  p53null 39C kill: -6.7%[1.84 µM]

CCC(C)NS(=O)(=O)c1ccc(NC(=O)C(Sc2ccccc2)c2ccccc2)cc1 (stereo unspecified)
  p53null 39C kill: -3.5%[1.84 µM]

O=C(CN1CCN(c2ccccc2)CC1)Nc1ccccc1Sc1ccccc1
  p53null 39C kill: 7.1%

COc1ccc(-n2cnnc2SC(C)C(=O)Nc2cccc([N+](=O)[O-])c2)cc1 (stereo unspecified)
  p53null 39C kill: -13.1%[1.84 µM]

N=c1ncn(Cc2ccccc2)c2nc(SCCOc3ccccc3)[nH]c12
  p53null 39C kill: -1.4%

CCOC(=O)c1cc(-c2ccc(OC(F)F)cc2)nc2nc(SC)[nH]c(=O)c12
  p53null 39C kill: 9.1%

Cc1ccc(S(=O)(=O)N2CCOCC2)cc1NC(=O)CSc1cccc[n+]1[O-]
  p53null 39C kill: 0.7%

Nn1c(SCC(=O)NC2CCCc3ccccc32)nnc1-c1ccc(Cl)cc1Cl (stereo unspecified)
  p53null 39C kill: 21.8%[1.84 µM]

COC(=O)CSc1nc2ccc(NC(=O)c3ccccc3C(=O)N3CCOCC3)cc2s1
  p53null 39C kill: -19.3%[1.84 µM]

COc1cc(Cl)c(C)cc1NC(=O)COC(=O)c1cc(SC)ccc1Cl
  p53null 39C kill: 6.7%

Cc1cc2nnc(SCC(=O)Nc3cccc(S(=O)(=O)N4CCOCC4)c3)n2c2ccccc12
  p53null 39C kill: 18.4%

# From PubChem BioAssay
